KDM5B inh = KDM5B demethylase inhibition; Potency, µM (top dose mostly 57.7 µM), inactives show at the top dose activity change, negative = inhibition, hits mostly inhibitors; Q9UGL1; actives 2.6% (n = 220,000); AID 1347165; KDM5B demethylase, FDH-coupled NADH fluorescence (FDH is formaldehyde dehydrogenase); active = well fitted inhibition curve with a large enough effect; inconclusive = small, poorly fitted or top-dose-only effect; inactive = no such curve, though single readings can be large or run the other way; also: 0% is about no effect; nearly all actives have a fitted effect of over 70% in size
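Here, H3K4me3 peptide (12.5 µM in substrate mix) is demethylated by KDM5BΔAP, 200 nM final, after 10 min compound exposure. Formaldehyde product is coupled through FDH (0.25 U/mL in mix) to NADH fluorescence; 30-min ΔRFU feeds dose-response curves.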
* hit, by the source's call; i = inactive; ? = inconclusive; & = joins results of further samples; [ ] = remark or other dose. Potency is read from the fitted curve at half-maximal effect.

SMILES	KDM5B inh
COc1cccc(/C=C/C(=O)c2ccc(C)cc2C)c1OC	12%
Cc1ccc(C(=O)C2CC2)cc1	26%
COc1ccccc1CNC(=O)CCCCn1c(=O)c2ccccc2n(Cc2ccccc2F)c1=O	-46%
COc1ccccc1OCC(=O)c1ccc2c(c1)N(CCCC(=O)N1CCC(C)CC1)C(=O)CO2	8%
Cc1nnc(CN(C)Cc2ccccc2OCC(O)CN2CCSCC2)o1 (configuration not stated)	26%
CCOC(=O)c1c(-c2ccc(Br)cc2)csc1NC(=O)c1ccc(F)cc1	-28%
O=C(Cc1cccc(F)c1)N1CCC2(CC1)NCCc1c2[nH]c2ccccc12	?
Cc1cc2oc(=O)cc(CN3CCN(CCO)CC3)c2cc1C	-3%
CC(=O)NC(Cc1ccc(F)cc1)C(=O)NC1CCN(C(=O)Nc2ccccc2C)CC1 (configuration not stated)	-29%
S=C1NCN(Cc2ccco2)CN1c1cccc2ccccc12	32%[activator]
Cn1cc2c3c(cccc31)CN(C(=O)c1ccccc1Cl)CC2	6%
NCCN1C(=O)CC[C@H]2CN(C(=O)C3(c4ccccc4)CC3)CC[C@H]21	-1%
CCOC(=O)C1=CN(c2cc(C)cc(C)c2)C=C(C(=O)OCC)C1c1ccc2c(c1)OCO2	i
Cc1ccc(C(=O)NCc2cc(-c3nn(C)c(=O)c4ccccc34)ccc2C)cc1	-19%
CCCCN(C(=O)CN1CCN(c2ccccc2)CC1)c1c(N)n(CC(C)C)c(=O)[nH]c1=O	-9%
CC(C)(CC(=O)O)CC(=O)Nc1ccc2c(c1)ncn2CCc1ccccc1	10%
CN(C(=O)C1CCC1C(=O)O)c1nc(-c2ccc(Cl)s2)cs1 (configuration not stated)	11%
c1ccc(-c2nc(-c3ccc(OC4CNC4)cc3)no2)cc1	-37%
Cc1c(C)n(-c2ccc(Cl)cc2)c2ncn(CC(=O)NC(C)c3ccccc3)c(=O)c12 (configuration not stated)	8%
Cc1ccc(C)c(N2CCN(C(=O)c3ccc(CS(=O)c4ccc(Cl)cc4)o3)CC2)c1 (configuration not stated)	25%
CN(Cc1c(F)cccc1Cl)C(=O)CCc1c[nH]c2ccccc12	-2%
COc1cccc(CNC(=O)CSc2cc(C)[nH]c(=O)n2)c1	-34%
Brc1ccc(CNCCCSc2nnnn2-c2ccccc2)cc1	-12%
Cn1cc2c3c(cccc31)CN(C(=O)c1cccc(Br)c1)CC2	?
COc1ccccc1CNC(=O)c1cccc2c1C(=O)N(C1CCCCC1)C2	21%

Sorted by value in KDM5B inh (highest first): four of the compounds above
SMILES	KDM5B inh
COc1cccc(/C=C/C(=O)c2ccc(C)cc2C)c1OC	12%
Brc1ccc(CNCCCSc2nnnn2-c2ccccc2)cc1	-12%
CCOC(=O)c1c(-c2ccc(Br)cc2)csc1NC(=O)c1ccc(F)cc1	-28%
COc1ccccc1CNC(=O)CCCCn1c(=O)c2ccccc2n(Cc2ccccc2F)c1=O	-46%

Later entries
SMILES	KDM5B inh
COc1ccc(NC(=O)CSc2nc3ccccc3o2)cc1	14%
N#Cc1ccccc1N=Cc1ccc2ccccc2c1	?
Cc1ccc(C2Cn3nnc(-c4noc(-c5ccccn5)n4)c3CO2)cc1 (configuration not stated)	10%
Cc1ccc(N2C(=O)CS(=O)(=O)C23C(=O)N(Cc2cccc(F)c2)c2ccccc23)cc1Cl (configuration not stated)	-1%
COc1cccc2cc(-c3cc(=O)oc4cc(O)ccc34)c(=O)oc12	?
O=C(CSc1nc2ccccc2n1Cc1ccc(F)c(Cl)c1)N1CCN(c2ccc(F)cc2)CC1	-9%
CCNC(=O)O[C@@H]1CO[C@H]2[C@@H]1OC[C@@H]2NC(=O)Nc1ccc(C(C)C)cc1	25%[86.2 µM]
Cc1ccccc1NC(=O)CC1NCCNC1=O (configuration not stated)	24%
C/C(=N\N=C1\NC(=O)C(CC(=O)O)S1)c1ccccn1 (configuration not stated)	?
COc1cc(CCNC(=O)Cn2c(=O)c(=O)n(C)c3ccccc32)cc(OC)c1OC	7%
CCN(Cc1nccn1C)C(=O)c1ccc(N2CCSCC2)nc1	?
CC1CCN(C(=O)c2ccc(NC(=O)c3nsc4ccccc34)cc2)CC1	-22%
NC(=O)C1CCN(C(=O)C2c3ccccc3C(=O)N(c3ccccc3)C23CCCCC3)CC1 (configuration not stated)	-6%
Cc1cc(SCC(=O)NC(N)=O)nc2c(C)cccc12	18%
CN1CCC2(CC1)CN(C(=O)c1ccccc1)Cc1ccccc1O2	17%
COCCC1(C(=O)O)CCCCC(=O)N1 (configuration not stated)	-12%
Cc1cnc(C2CC2)n1CC1CCN(C(=O)Cc2ccccc2)CC1	12%
COC[C@H]1NC(=O)CC[C@H]1C(=O)N1CCN(Cc2ccccc2)CC1	-33%
CCC1(C)Cc2nc3sc4c(=O)n(CC(=O)NCc5ccco5)cnc4c3cc2CO1 (configuration not stated)	-10%
CCOc1ccc(-n2c(=O)c3c4c(sc3n(CC(=O)NCCCOC)c2=O)CCCCC4)cc1	1%
COc1cc(/C=C(/C#N)C(=O)C(C)(C)C)cc(Cl)c1OC	-9%
Cc1cc(C)n2nc(CNS(=O)(=O)c3ccc(C)c(C)c3)nc2n1	-11%
N#CC(C(=O)NCc1ccccc1)C(=O)c1cccc(C(F)(F)F)c1 (configuration not stated)	16%
CC(C)N1C[C@H](O)C[C@H]1c1nnc2n1CCN(C(=O)c1ccncc1)CC2	-11%
CC(=O)c1ccc(NC(=O)N[C@H]2CO[C@H]3[C@@H]2OC[C@@H]3n2nnnc2Oc2ccc(-n3ccnc3)cc2)cc1	-2%

By substructure: the compounds so far containing a cyano group
SMILES	KDM5B inh
N#Cc1ccccc1N=Cc1ccc2ccccc2c1	?
COc1cc(/C=C(/C#N)C(=O)C(C)(C)C)cc(Cl)c1OC	-9%
N#CC(C(=O)NCc1ccccc1)C(=O)c1cccc(C(F)(F)F)c1 (configuration not stated)	16%

The listing continues.
SMILES	KDM5B inh
COC(=O)c1cc2sc(C)cc2n1CC(=O)Nc1cccc(SC)c1	-11%
O=[N+]([O-])c1ccccc1CSc1ccccn1	18%
CN(C)C[C@@H]1CN(S(C)(=O)=O)C[C@H]1NC(=O)c1ccc(C#N)cc1	?
Cc1ccc(OCc2nnc3sc(-c4cccc(N(C)C)c4)nn23)cc1	3%
Cc1ccc(N2C(=O)CCC2(C#N)c2ccccc2)cc1 (configuration not stated)	9%&28%
COCCN1C(=O)c2ccccc2C(C(=O)Nc2ccc(C)cc2Cl)C12CCCC2 (configuration not stated)	28µM*
COc1ccc(OC)c(C2CCCN2CC(=O)N(C)c2ccccc2)c1 (configuration not stated)	-24%
COC(=O)c1sc(=S)n(-c2cc(C)ccc2C)c1N	-21%
CN1C[C@H](O)C[C@H]1c1nnc2n1CCN(Cc1ccccc1)C2	-22%
O=C(CCC[C@@H]1[C@H]2CCCN3CCC[C@@H](CN1C(=O)c1cc(F)ccc1F)[C@@H]23)Nc1ccccc1	-18%
CC(C)c1ccc(NC(=O)COc2ncnc3ccccc23)cc1	17%
Cc1ccc(CNC(=O)C2CCc3nc(N4CCN(C(=O)C(C)C)CC4)sc3C2)o1 (configuration not stated)	-13%
COc1ccccc1COCC(O)CNCCc1ccc(C(F)(F)F)cc1 (configuration not stated)	?
Cc1ccc(S(=O)(=O)Nc2cc(Cl)c3oc4c(c3c2)CCCC4)cc1	-23%
Cn1cnc2c1c(=O)n(CCCn1nnc(-c3ccc(F)cc3)n1)c(=O)n2C	1%
O=C(Cn1nc(-c2ccccc2)ccc1=O)NCc1ccc(F)cc1Cl	-21%
COCCNC(=O)CSc1nc(-c2ccc(C)cc2)nc2c1c(=O)n(C)c(=O)n2C	-4%
Cc1cc(C)c(CNC(=O)c2nc(-c3cnn(C)c3)cc3c2ccn3C)c(=O)[nH]1	22µM*
COc1ccc(-n2c(=O)c3ccc(C(=O)NCc4ccc(C)cc4)cc3n(Cc3ccc(F)cc3Cl)c2=O)cc1	-13%
CCOC(=O)c1cccc(NC(=O)c2cnc(N3CCCCC3)c3ccccc23)c1	?
O=C1CN(Cc2cccc(-c3ccsc3)c2)CCN1c1cc(Cl)ncn1	?
CSc1ccccc1NC(=O)c1cccc(F)c1	11%
Cc1ccc(CN(C)Cc2ccco2)cc1	33%
COCCN(C)C(=O)c1cn(C2CNC2)nn1	41%
NC(=S)N/N=C/c1cccc(/C=N/NC(N)=S)c1	7%
Later entries
SMILES	KDM5B inh
O=C1CCN(C2CCOCC2)CCOCCN1	-7%
COc1cccc(C(=O)/C(C#N)=C\c2ccccc2OC(F)F)c1	?
Cc1nn(Cc2ccc(Cl)cc2Cl)c(C)c1NS(=O)(=O)c1c(C)nn(C(F)F)c1C	5%
O=C(CN1CCOCC1)N1C[C@@H](COCC2CC2)[C@H](c2ccncc2)C1	-6%
O=C(NCc1ccccc1)c1cccc(Nc2nc3ccccc3n3nnnc23)c1	-69%
CCOC(=O)c1cc(S(=O)(=O)N(C)CC(=O)Nc2cccc(Cl)c2C)cn1C	0%
O=C(c1cc2n(n1)CC(c1ccc(Cl)cc1)OC2)N1CCN(c2ccccn2)CC1 (configuration not stated)	?
COc1cc(OC)nc(Oc2cc(C=O)ccc2OC)n1	15%
CCc1ccc(NC(=O)C(CC)n2c(=O)c(-c3ccccc3NC(C)=O)nc3ccccc32)cc1 (configuration not stated)	?
COc1ccc2c(c1)C(C)=CC(C)(C)N2C(=O)Nc1cccc(Cl)c1	?
N#Cc1nc(C2CC2)oc1N1CCN(C(=O)c2ccc(=O)[nH]c2)CC1	25%
CC(=O)NCc1ccc(-c2csc(-c3ccc(C(C)C)cc3)n2)o1	2%
CCCCc1ccc(Nc2cc(C)nc(-n3nc(C)cc3C)n2)cc1	?
Cn1ccc(NC(=O)[C@@H]2C[C@@H](c3ccc(F)cc3)N([S+](=O)([O-])c3ccccc3)C2)n1	-5%[86.2 µM]
COc1cc(C(=O)Nc2cc(Cl)ccc2OCC2CCCO2)cc(OC)c1OC (configuration not stated)	-12%
COc1ccc2[nH]c(C[C@@H]3C[C@@H](C(C)C)[C@H](CNC4CCN(C(C)=O)CC4)C=C3C)nc2n1	-19%
COc1cccc(CNC(=O)CN2C(=O)NC3(CCCCC3)C2=O)c1	-13%
CC1(C)CC(/C=C/c2ccccc2)=Nc2ccccc2N1	?
COc1ccc(/C=C(\C#N)c2nc3ccccc3c(=O)[nH]2)cc1OC	-4%
Cc1cc(C)cc(C(=O)OCCCN(C)C2CN(Cc3cn(Cc4ccccc4Cl)nn3)S(=O)(=O)C2)c1 (configuration not stated)	-3%
COc1ccc(NC(=O)C2CN(S(=O)(=O)c3cccnc3)CC23CCCCC3)cc1F (configuration not stated)	21%
O=C(Nc1ccc(Br)cc1F)C(NS(=O)(=O)c1cccc2nsnc12)c1ccccc1 (configuration not stated)	-21%
O=C(CN1CCCc2cc(F)ccc21)Nc1cccc2nsnc12	2%
CCNC(=O)c1cc(-c2ccccc2)nc2ccccc12	-27%
Cc1nc2nncn2c(NCc2ccc(F)cc2)c1C	-9%

Records above printed as active in KDM5B inh:
SMILES	KDM5B inh
COCCN1C(=O)c2ccccc2C(C(=O)Nc2ccc(C)cc2Cl)C12CCCC2 (configuration not stated)	28µM*
Cc1cc(C)c(CNC(=O)c2nc(-c3cnn(C)c3)cc3c2ccn3C)c(=O)[nH]1	22µM*

Continuation.
SMILES	KDM5B inh
O=C(NCc1ccccc1)C1(Oc2ccc(Cl)cc2)CCNCC1	28%
Cc1ccc2nc(CO[C@H]3CN(Cc4ccc(C(=O)O)cc4)C[C@H]3F)[nH]c2c1	-19%[86.2 µM]
O=C(NCCNC(=O)C1CC1)c1cc2ccccc2[nH]1	223%[activator]
CCOc1ccccc1C1NC(=O)N(CC(=O)Nc2ccc(C)c(C)c2)C2=C1C(=O)OC2 (configuration not stated)	17%
O=S(=O)(NCc1nc2cccnc2n1Cc1ccccc1Cl)c1ccc(F)c(Cl)c1	-3%
CC(=O)NCCc1c[nH]c2ccc(OCC(O)CNC(C)(C)C)cc12 (configuration not stated)	15%
COc1ccc(N(C(=O)Cn2nnc3ccccc32)C(C(=O)NCc2ccccc2)c2ccc(F)cc2)cc1 (configuration not stated)	-14%
COc1ccc(CC(=O)Nc2sc3c(c2C(=O)Nc2cccc(Cl)c2)CCCCC3)cc1	-23%
CCCCOC(=O)Nc1ccccc1N=C1CCC/C1=C\c1ccccc1	?
CCOc1ccccc1NC(=O)Nc1cc(C)c2nc(NC(C)=O)sc2c1	4%
CC(C)Cn1nc(C(=O)OCC(N)=O)c2ccccc2c1=O	13%
CN(CC(=O)NC(=O)NC1CCCC1)CC(=O)Nc1ccc(Cl)c(C(F)(F)F)c1	-22%
CC(C#N)Sc1nc(-c2cccs2)cc(C(F)(F)F)c1C#N (configuration not stated)	?
Cc1ccc(CNC(=O)Nc2c(NCc3ccccc3)c3ccccc3oc2=O)cc1	-18%
O=C(NCCCn1nnc2ccccc21)C1NCCc2[nH]cnc21 (configuration not stated)	17%
O=C1NCCCCCN(C(=O)Nc2ccccc2F)[C@H]2CCCC[C@@H]12	-4%
COc1ccc(-c2nc(CSCC(=O)NC3CCCCC3)co2)cc1	10%
C[C@H](NC(=O)[C@H](C)NC(=O)C1CC(=O)N(c2ccc(F)cc2)C1)C(=O)O (some centres not stated)	17%
c1ccc(-c2nc(C34CC5CC(CC(C5)C3)C4)cs2)nc1	7%

Look-ups from the list:
KDM5B inh, COC(=O)c1cc2sc(C)cc2n1CC(=O)Nc1cccc(SC)c1 reads -11%
KDM5B inh, CC(=O)NCc1ccc(-c2csc(-c3ccc(C(C)C)cc3)n2)o1 reads 2%
KDM5B inh, COc1ccc(-n2c(=O)c3ccc(C(=O)NCc4ccc(C)cc4)cc3n(Cc3ccc(F)cc3Cl)c2=O)cc1 reads -13%
KDM5B inh, Cn1ccc(NC(=O)[C@@H]2C[C@@H](c3ccc(F)cc3)N([S+](=O)([O-])c3ccccc3)C2)n1 reads -5%[86.2 µM]

Screening data deposited in PubChem BioAssay by National Center for Advancing Translational Sciences (NCATS).

This is a subset; count on the stated rates, not on these rows.
